# MITF act: activators of MITF-driven TRPM1 promoter activity in SK-MEL-5 cells. SK-MEL-5 TRPM1-promoter luciferase, 24 h; % of positive control, neutral wells = 0. activation, % at 12.5 µM. 300,000 tested, 0.75% active. AID 588334;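 active means mean activation of at least 80% with every replicate also reaching 80%; inconclusive means mean reaches 80% but some replicate falls short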;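 further: 0% = neutral control wells and 100% = parthenolide positive control wells; values of inactives mirror those of a sister screen read the other way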
# CAL PDZ FP-1: human CAL PDZ-peptide interaction inhibition. AID 504414. 330,000 tested, 0.02% active. Q9HD26. purified CAL PDZ, TMR-peptide fluorescence polarization, 1 h. inhibition, % at 20 µM;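 active means highest replicate inhibition of at least 40%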;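 further: plate controls were DMSO neutral control wells for no effect and unlabeled competitor peptide control wells for full effect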
#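 Control set: unlabelled peptide and DMSO controls / Material: purified CerCALP PDZ construct / Timing: 1 h incubation at room temperature before polarization reading / Doses: 20 µM, one dose / Detection: fluorescence polarization (mP)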
# RTF Ca sens act: cardiac RTF calcium sensitization; P19429+P45379; IANBD-labeled TnC RTF fluorescence at EC20 calcium; 0% EC20 calcium, 100% full calcium; activation, % at 7.2 µM; 340,000 tested, 0.24% active; AID 493008;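 active means activation above the mean over all tested compounds plus 3 SD, cut at about 30% in these data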;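 further: rise in fluorescence read as greater calcium sensitivity of cardiac thin filaments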
# CAL PDZ FP-2: CAL PDZ (human) peptide binding inhibition | Q9HD26 | purified CAL PDZ, TMR-peptide fluorescence polarization, 1 h | inhibition, % at 24.9 µM | 300,000 tested, 0.92% active | AID 602252;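 active means mean inhibition of at least 30% with at least half of replicates also reaching 30%; inconclusive means no clear call, values can overlap the other calls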;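 further: 0% = DMSO neutral control and 100% = excess unlabeled competitor peptide PRC23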
# dFosB activator: mouse delta FosB homodimer activation; 340,000 tested, 0.99% active; activation, % at 25 µM; purified delta FosB, TAMRA-CDK5 oligo fluorescence polarization; percent of positive-control signal above neutral wells;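 active means mean activation above about 17%, with every replicate also reaching it, limit read from the data, passing the limit was not always enough; inconclusive means only one of the two conditions met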;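 further: fluorescence polarization rise as delta FosB binds a TAMRA Cdk5 AP-1 oligo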
# Rtt109 HAT inh: C. albicans Rtt109 histone acetyltransferase inhibition | 330,000 tested, 0.16% active | purified Rtt109/Vps75, ThioGlo CoA-SH fluorescence, 4 h | Q5AAJ8 | AID 540336 | inhibition, % at 34.9 µM;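 active means inhibition of at least 50% in every replicate; inconclusive means best replicate reaches 50% inhibition but some replicates fall short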
# Target sequence (Q5AAJ8 whole entry, looked up): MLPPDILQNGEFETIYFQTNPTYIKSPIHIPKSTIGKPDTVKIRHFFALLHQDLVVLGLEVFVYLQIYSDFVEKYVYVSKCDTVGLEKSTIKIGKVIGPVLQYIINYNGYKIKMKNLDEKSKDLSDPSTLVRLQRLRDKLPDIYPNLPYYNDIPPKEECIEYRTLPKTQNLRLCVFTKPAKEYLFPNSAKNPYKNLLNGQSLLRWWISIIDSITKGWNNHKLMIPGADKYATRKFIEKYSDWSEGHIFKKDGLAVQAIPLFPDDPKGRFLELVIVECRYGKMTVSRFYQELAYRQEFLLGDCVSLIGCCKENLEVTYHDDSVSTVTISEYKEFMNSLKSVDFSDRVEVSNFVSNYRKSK
# Tat transport: E. coli Tat transport inhibition | inhibition, % at 10 µM | 340,000 tested, 0.036% active | E. coli MC4100 TorA-mCherry Tat export, fluorescence;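 active means mean replicate inhibition at least 50% and at least half of replicates individually reaching 50%; inconclusive means only one of the two criteria met; inactive means neither criterion met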;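 further: exported cargo escapes ClpAP degradation while cytoplasmic cargo is degraded and loses fluorescence; 0% = median of neutral control wells and 100% = median of NaSCN control wells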
# CDK5 inh: blocks human CDK5/p35 kinase activity; Q00535+Q15078; Recombinant CDK5/p35, ADP-Glo luminescence, 60 min; inhibition, % at 10 µM; 330,000 tested, 0.01% active;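 active means highest replicate inhibition of at least 50% and at least 75% of replicates reaching 50%; inconclusive means only one of the two criteria met; inactive means both criteria failed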;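 further: plate controls were DMSO neutral control for no effect and GW8510 at 10 µM for full effect; many of its hits are not listed in these tables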
# Target sequence (Q00535 whole entry, looked up): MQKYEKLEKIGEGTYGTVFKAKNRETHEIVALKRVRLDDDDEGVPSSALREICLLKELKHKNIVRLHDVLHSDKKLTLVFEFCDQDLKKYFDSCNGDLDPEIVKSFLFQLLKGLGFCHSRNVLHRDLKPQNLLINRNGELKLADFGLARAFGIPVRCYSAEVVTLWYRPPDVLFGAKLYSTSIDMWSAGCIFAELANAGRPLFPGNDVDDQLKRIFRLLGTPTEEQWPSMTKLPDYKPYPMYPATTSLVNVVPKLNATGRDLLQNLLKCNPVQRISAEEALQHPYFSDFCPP
# Target sequence (Q15078 whole entry, looked up): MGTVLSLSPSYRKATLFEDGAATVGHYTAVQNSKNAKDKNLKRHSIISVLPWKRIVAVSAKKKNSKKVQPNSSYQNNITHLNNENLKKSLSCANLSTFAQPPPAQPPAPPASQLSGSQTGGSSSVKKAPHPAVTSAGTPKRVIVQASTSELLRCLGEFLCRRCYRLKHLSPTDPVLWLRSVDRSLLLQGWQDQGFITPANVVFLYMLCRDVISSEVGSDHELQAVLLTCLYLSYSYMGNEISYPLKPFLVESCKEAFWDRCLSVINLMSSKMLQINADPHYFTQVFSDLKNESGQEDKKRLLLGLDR
# V-ATPase pH: alters yeast V-ATPase proton transport; response, % at 10 µM; 350,000 tested, 0.37% active; S. cerevisiae, pHLuorin cytosolic pH fluorescence; in the data active means response mostly above about 7.3%, no sharp cut-off; inactive means mostly below about 5.4%; further: actives read high; inactives centre near 0; some compounds called inactive have numbers as strong as hits
# Wnt act: activates Wnt/beta-catenin signaling in a reporter cell assay; activator, plate reader; activation, % at 9.35 µM; 300,000 tested, 1.2% active; in the data active means activation above about 30%, passing the limit was not always enough; inconclusive means no clear call, values can overlap the other calls;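 further: 0% = neutral control wells and 100% = positive control wells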
# * marks the source's active call; other numbers are inactive results; ? = inconclusive; · = not tested or not shown. Random draw from the library. Share with any hit: about 4.1%.
SMILES,MITF act,CAL PDZ FP-1,RTF Ca sens act,CAL PDZ FP-2,dFosB activator,Rtt109 HAT inh,Tat transport,CDK5 inh,V-ATPase pH,Wnt act
O=C(NCCC1=CCCCC1)C1CCN(c2nc3ccccc3o2)CC1,3,-1.9,1,·,-4,-5,-6,2.5,1,·
Cc1csc(SCC(=O)Nc2sccc2C(N)=O)n1,55,0.4,0,-2,-7,11,-5,1.2,6,6
O=C(CSC1=Nc2ccccc2C2=NC(CC(=O)NC3CCCCC3)C(=O)N12)NCc1ccco1 (configuration not stated),·,·,12,-5,-4,15,-9,-1.4,-3,6
Cc1cc(C(=O)CSc2nc(N)cc(=O)[nH]2)c(C)n1Cc1ccco1,-8,-1.4,2,0,-8,6,4,-0.8,-5,0
CC(=O)c1ccccc1OC(=O)COc1ccc(Cl)cc1C,-1,-0.8,·,1,-6,4,-9,-0.3,-2,1
Cc1cc(NC(=O)CN(C)C)c([N+](=O)[O-])cc1C,16,-0.8,5,·,7,0,-3,2.3,0,0
O=C(O)c1cc2nccc(-c3ccc(F)cc3)n2n1,7,-1.0,2,8,-2,-1,-2,0.4,-2,0
COc1cccc(CC2(CO)CCCN(Cc3cn[nH]c3C3CCCCC3)C2)c1 (configuration not stated),·,-0.2,-2,·,-4,3,-3,-5.0,1,-1
O=C(NCCO)/C(=C\c1ccco1)NC(=O)c1cccs1,7,·,8,6,-17,-6,-6,-2.6,12,-8
COC(=O)c1ccccc1NC(=O)c1c(O)c2c([nH]c1=O)CCCC2,4,-2.9,-4,-4,-7,·,-3,-0.4,-8,4
Cc1ccc(S(=O)(=O)N2CCCCC2)cc1C(=O)OCC(=O)NC(=O)NC12CC3CC(CC(C3)C1)C2,-12,-0.7,-1,-4,3,3,-11,0.1,1,1
COc1ccc(-c2csc(NC(=O)c3ccc(S(C)(=O)=O)cc3)n2)cc1,34,-0.1,0,5,4,-3,-6,-0.5,3,6
Cc1cc(Oc2ccc(Cl)cc2)nc(SCC(=O)c2ccccc2)n1,8,-2.6,4,-3,-9,-8,-12,-4.0,-1,·
O=C(O)C(c1ccccc1)C(O)C1CCCC1 (configuration not stated),-8,0.7,-6,-4,11,-2,-6,-0.8,-6,0
Fc1ccccc1-c1cc2cc3c(cc2cn1)OCO3,53,-2.6,-9,-3,-26,-1,-13,0.4,-1,41*
C=C(Br)CN1[C@@H](Cc2ccccc2)[C@H](O)[C@@]23C=C[C@@H](C[C@@H]2S1(=O)=O)O3,-1,-1.8,1,0,3,2,-2,-0.3,3,0
O=C1CCN(CCc2ccccc2)CCN1[C@H](CSc1ccc(Br)cc1)c1ccccc1,-4,-0.2,-4,0,1,4,-5,-1.3,4,1
O=C(CNC(=O)c1ccc(F)cc1)c1ccc(Cl)cc1,54,-2.1,3,-2,-6,52*,1,-0.3,1,19
NC(=O)c1cccn(Cc2ccc(C(F)(F)F)cc2)c1=O,-10,-1.3,·,9,-1,15,17,0.0,2,-2
COc1ccc(C(=O)Nc2nc3ccc(OC)cc3s2)cc1,·,-2.1,-2,7,-13,-1,-6,1.2,4,12
Cc1c(N=C2SCC(=O)N2/N=C\c2ccc(Br)cc2)c(=O)n(-c2ccccc2)n1C,2,0.1,8,0,-9,-5,0,-2.2,2,·
COc1cc(C(=O)NC(c2ccccc2)c2ccccc2)cc(Cl)c1OC,0,0.3,-1,4,-15,3,4,-3.8,3,-6
C/C(CC(=O)Nc1ccc2c(c1)OCCO2)=N\NC(=O)c1ccccc1Cl,25,-2.9,-5,-4,-10,29,8,0.1,2,4
O=C(CN1CCCc2ccccc21)N/N=C/c1ccc(F)cc1F,4,0.2,2,5,5,12,2,1.4,-2,1
Cc1ccc(S(=O)(=O)N2CC3CCC2C3)cc1 (configuration not stated),-4,0.3,1,-2,0,-4,12,-3.6,-2,·
Cc1cc(C(=O)N2CCC(Cc3ccccc3)CC2)no1,-10,0.7,6,·,1,-5,2,1.5,4,-3
Cc1ccc2c(c1)c(C)cc[n+]2Cc1ccccc1,-8,0.4,2,-14,-3,13,6,-0.9,1,·
CCOc1cc(C(C(=O)NCC2CCCO2)N(C(=O)Cn2nnc3ccccc32)c2ccccc2OC)ccc1O (configuration not stated),11,-0.5,1,-4,-6,7,6,-2.3,-1,2
COc1ccc(C(=O)n2nc(C#N)c(C#N)c2N)cc1,2,1.0,-8,-2,3,-4,4,-0.4,2,0
CN(C)CCNC(=O)c1coc(=O)c(Br)c1,0,-0.3,4,0,2,-62,3,1.5,1,·
Fc1cccc2sc(N3CCCC3)nc12,86*,13,3,-7,0,-18,5,1.4,-1,14
COc1cc(C(=O)N2CCN(S(=O)(=O)c3ccc(C)cc3)CC2)ccc1OCC(=O)N1CCOCC1,6,0.1,-5,-1,-6,4,-3,1.0,1,-1
Cc1cc(N)ccc1S(C)(=O)=O,4,0.2,0,-1,-4,2,9,2.0,-3,3
Cc1cccn2c(=O)c(/C=C(\C#N)C(N)=O)c(N3CCCCCC3)nc12,-5,-2.0,-7,-4,-8,-1,0,-0.2,-1,2
CCOc1ccccc1NC(=S)N1CCC(NC(=O)NC23CC4CC(CC(C4)C2)C3)CC1,-6,-0.3,2,-2,-5,0,2,5.8,6,-4
O=[N+]([O-])c1ccc(Nc2nc(N3CCOCC3)nc(N3CCOCC3)n2)cc1,9,-1.0,-1,-2,0,2,-6,1.0,0,7
Cc1ccc(CNC(=O)CCCCCNC(=O)N2CCn3c2nc2ccccc23)cc1,4,-0.6,11,·,-16,-2,-8,0.5,0,0
C[C@@]12C(=O)Nc3ccc(Br)cc3C(=O)N1[C@H]1c3ccccc3OC[C@@H]1[C@@H]2c1ccccc1,9,-0.7,-7,0,-3,-2,-5,-0.6,-1,·
CCc1ccc(NC(=O)C2=CC(c3cccs3)=NS(=O)(=O)N2C)cc1,·,0.4,-1,-6,0,8,-9,0.4,0,-1
CCCNC(=O)C1(O)c2cc(Br)ccc2NC(=O)N1c1ccc(Cl)cc1 (configuration not stated),5,-1.6,-3,-7,-1,-4,-5,-1.5,-3,1
Cc1nnc(NC(=O)CCn2c(=O)oc3ccc(Cl)cc32)s1,-4,-3.4,-5,-21,2,-6,-1,·,-5,3
O=C(Cn1ncc(Cl)c(Cl)c1=O)c1ccc2c(c1)OCCO2,·,-0.3,8,8,-7,0,-11,-1.2,1,-2
O=C(CSc1nnnn1-c1ccc(F)cc1F)Nc1ccccc1F,14,·,1,-3,3,4,8,0.1,0,-3
Cc1cc(=O)oc2cc(NC(=O)COc3cccc(C(F)(F)F)c3)ccc12,11,-0.6,-1,-5,9,-16,2,-0.3,2,9
CN(C(=O)OCc1ccccc1)C(CC(N)=O)C(=O)O (configuration not stated),-6,-2.2,0,-4,-5,-4,4,-0.4,2,-10
Cc1c(NS(=O)(=O)N2CCCC2)c(=O)n(-c2ccccc2)n1C,-4,-1.4,2,-1,-6,9,2,-3.9,-3,·
Cc1cccc(C(=O)O/N=C2\CCSc3ccc(C)cc32)c1,·,-2.0,-3,-5,6,8,-5,-1.0,-4,·
Cc1c(C(=O)N2CCN(S(=O)(=O)c3ccc(F)cc3)CC2)oc2ccccc12,3,-1.3,-7,-2,-10,1,0,0.8,-2,-1
C=C1CCN([C@@H](Cc2ccccc2)C(=O)NCc2ccc(Cl)c(Cl)c2)S(=O)(=O)c2ccccc21,5,-0.3,-11,-1,-2,11,25,1.0,-4,-1
O=C(c1cccs1)N1CCN(c2cccc(Cl)c2)CC1,5,-0.8,-4,-1,-4,22,1,0.4,2,0
CC1(C)CC(=O)C=C(c2cccc(O)c2)C1,20,-0.3,-6,-1,2,5,-3,0.2,1,2
CC(C)Cc1nn2c(N)c(/C=C3\C=Nc4ccccc43)c(=O)nc2s1,18,·,-1,3,-10,-7,4,-3.4,2,-1
COc1cccc2c(=O)n(CC(=O)NCCc3ccccc3)ccc12,1,-1.0,-1,-3,-2,-5,-1,0.9,-3,3
Cc1ccc2oc(C(Cl)(Cl)Cl)cc(=O)c2c1,-68,-0.7,2,-3,-6,-6,-6,-2.0,1,-1
CCS(=O)(=O)N1Cc2ccccc2CC1C(=O)Nc1nccs1 (configuration not stated),29,-1.7,-6,-3,-6,4,-6,-2.1,-2,26
CCCCn1c(-c2cccc3ccccc23)nc2cc3[nH]c(=O)c(C(C)C)nc3cc21,-11,-1.5,2,1,-6,-6,-6,0.7,-3,-3
CN(Cc1c(F)cccc1Cl)C(=O)c1cccc(S(=O)(=O)N2CCN(Cc3ccccc3)CC2)c1,-6,0.5,-4,·,-9,6,2,-1.0,-2,-1
COC(=O)c1sc(NC(=S)NC(=O)c2cccc(Br)c2)nc1C,18,0.9,3,·,-6,2,-7,-1.3,1,20
CC1(C)CC(=O)C=C(C(=O)N2CCCC(C(=O)c3cccc(Cl)c3)C2)O1 (configuration not stated),5,-1.0,3,2,-1,-7,3,1.2,1,-3
CC(C)(C)NC(=O)C(c1ccc(F)cc1)N(Cc1ccco1)C(=O)CCC(=O)Nc1ccccn1 (configuration not stated),·,-2.2,0,-4,-8,12,2,-0.2,7,-2

# Single records, as listed above:
# O=C(c1cccs1)N1CCN(c2cccc(Cl)c2)CC1 is listed as MITF act: 5; CAL PDZ FP-1: -0.8; RTF Ca sens act: -4; CAL PDZ FP-2: -1; dFosB activator: -4; Rtt109 HAT inh: 22; Tat transport: 1; CDK5 inh: 0.4; V-ATPase pH: 2; Wnt act: 0
# CCCCn1c(-c2cccc3ccccc23)nc2cc3[nH]c(=O)c(C(C)C)nc3cc21 is listed as MITF act: -11; CAL PDZ FP-1: -1.5; RTF Ca sens act: 2; CAL PDZ FP-2: 1; dFosB activator: -6; Rtt109 HAT inh: -6; Tat transport: -6; CDK5 inh: 0.7; V-ATPase pH: -3; Wnt act: -3

# Other structures:
SMILES,MITF act,CAL PDZ FP-1,RTF Ca sens act,CAL PDZ FP-2,dFosB activator,Rtt109 HAT inh,Tat transport,CDK5 inh,V-ATPase pH,Wnt act
Cc1c[nH]c2ccccc12,-3,-1.1,0,-1,7,-1,1,1.3,0,·
COc1cc(-c2nc(C(F)(F)F)c(OC)o2)cc(OC)c1OC,4,0.6,8,7,-1,7,0,1.0,0,-4
CCc1c(C)c2ccc(OCC(=O)OC(C)C)c(C)c2oc1=O,25,-0.8,2,1,-2,7,2,-1.4,4,-1
CC(C)(C)C(=O)/C=c1\[nH]c(=O)/c(=C\c2ccc(F)cc2)s1,10,-1.7,2,-2,-20,0,3,-1.6,1,·
COc1ccccc1N1CCN(C(=O)CCC(=O)Nc2nnc(C(C)C)s2)CC1,2,0.1,-8,3,-3,-4,-1,-0.9,-4,1
COc1ccc(OC)c(NC(=O)Cn2c(=O)n(CC(=O)NCc3ccco3)c(=O)c3ccccc32)c1,-11,-0.2,-7,-3,?,-4,1,1.1,1,-1
Cc1cc2nc(C(C)(C)C)cc(N)n2n1,4,-0.3,-7,5,4,0,-2,2.2,-1,11
